# Bioassay records: PubChem BioAssay, several laboratories
# KCNK3 block: human KCNK3 channel inhibitors, primary screen, CHO cells, FluxOR thallium flux, B-score | FluxOR fluorescence; active compounds read low | B-score at 10 µM | actives 0.84% (n = 340,000);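 active = B-score under library mean minus 4 SD, starting fluorescence ratio at most library mean plus 5 SD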;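 also: more negative B-score means stronger inhibition of thallium flux through KCNK3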
# Target sequence (O14649 whole entry, looked up): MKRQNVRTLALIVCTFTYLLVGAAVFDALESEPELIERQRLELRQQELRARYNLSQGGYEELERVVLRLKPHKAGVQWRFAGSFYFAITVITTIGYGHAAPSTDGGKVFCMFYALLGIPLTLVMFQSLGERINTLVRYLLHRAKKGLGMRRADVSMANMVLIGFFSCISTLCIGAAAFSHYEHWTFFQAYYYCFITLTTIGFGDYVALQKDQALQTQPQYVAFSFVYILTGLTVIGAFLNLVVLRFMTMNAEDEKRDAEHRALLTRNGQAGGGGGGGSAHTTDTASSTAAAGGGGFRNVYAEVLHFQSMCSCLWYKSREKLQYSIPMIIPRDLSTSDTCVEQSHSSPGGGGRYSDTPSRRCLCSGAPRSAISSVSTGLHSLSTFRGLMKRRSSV
# KCNQ1 inh: inhibitors of human KCNQ1 channel, primary screen, cell-based, thallium flux, high-throughput; Potassium voltage-gated channel subfamily KQT member 1 (Homo sapiens), P51787; CHO-K1 KCNQ1, FluxOR thallium flux fluorescence; active compounds read high; B-score at 10 µM; actives 1.3% (n = 310,000);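 active = compounds whose thallium flux B-score, printed positive for inhibition, exceeds three library SD while starting fluorescence stays within three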;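 also: channel opened by potassium depolarization with thallium stimulus after 20 min compound exposure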
# TRPC4 potent: positive allosteric modulators of TRPC4, primary screen, cell-based, mouse TRPC4beta, HEK293 mu-opioid, Fluo-4 calcium; actives 0.42% (n = 310,000); Short transient receptor potential channel 4 (Mus musculus), Q9QUQ5; AID 2227, 2009; B-score at 10 µM; DAMGO EC20, Fluo-4 Ca2+ flux; active compounds read high;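 active = B-score of calcium response area above 5 SD of library B-scores, with initial fluorescence ratio within 5 SD of library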;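 also: B-score of integrated fluorescence ratio over time as area under calcium response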
# HDAC3 inhib: HDAC3 deacetylase inhibitors, primary screen, biochemical, fluorescence, cell-free homogeneous. Histone deacetylase 3 (Homo sapiens), O15379. recombinant HDAC3, fluorogenic peptide/trypsin coupled. inhibition, % at 8.3 µM. actives 0.15% (n = 320,000); in the data active = inhibition above about 26%, passing the limit was not always enough
# hERG rescue: hERG rescue from dofetilide block, primary screen, cell-based, CHO-hERG, FluxOR thallium flux, dofetilide IC70; actives 0.51% (n = 310,000); activation (rescue from dofetilide block), less the hit threshold, % at 10 µM; dofetilide IC70 present; Voltage-gated inwardly rectifying potassium channel KCNH2 (Homo sapiens), Q12809;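 active = activation above the mean of controls blocked by dofetilide plus 5 SD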;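 also: thallium influx through hERG after potassium depolarization seen as dye fluorescence rise; in these data hits start at about 4.7%; inactives centre near -7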
# ANO1 block: TMEM16A chloride channel inhibitors, primary screen, cell-based, HTS; Anoctamin-1 (Mus musculus), Q8BHY3; HEK293 TMEM16A/YFP iodide influx fluorescence, ionomycin; normalized B-score (activity score, 25-100; higher = stronger inhibition) at 10 µM; actives 1.2% (n = 310,000); AID 588511, 2011;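 active = ratio plate-corrected score three or more library SD toward inhibition, starting fluorescence score within five deviations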;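 also: score derived from kinetic fluorescence span divided by baseline fluorescence per well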
# ANO1 activ: TMEM16A chloride channel activators or potentiators, primary screen, cell-based, HTS; HEK293 TMEM16A/YFP-H148Q/I152L, iodide quench fluorescence; active compounds read low; B-score at 10 µM; actives 0.3% (n = 340,000); AID 623877, 2012;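 active = fluorescence-ratio B-score plate-corrected deviation score at least 3 library SD below zero, with starting fluorescence score within 5 deviations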;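 also: channel opened by trigger with iodide after compound preincubation; score built on the fluorescence ratio of max minus min over baseline; more negative score means more quench and so TMEM16A activation or potentiation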
# Dyrk1A ADPGlo: rat Dyrk1A kinase inhibitors, primary screen, biochemical, single point, plate reader | Dual specificity tyrosine-phosphorylation-regulated kinase 1A (Rattus norvegicus), Q63470 | ADP-Glo luminescence, NFATc1 peptide | inhibition, % at 12.5 µM | actives 0.43% (n = 310,000); in the data active = inhibition above about 50%;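 also: plate controls were vehicle with enzyme for no effect and no enzyme for full effect; many of its hits are not listed in these tables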
# KCNK9 block: KCNK9 potassium channel inhibitors, primary screen, HEK293 cells, thallium flux; actives 1.2% (n = 310,000); Potassium channel subfamily K member 9 (Homo sapiens), Q9NPC2; B-score at 10 µM; FluxOR thallium flux fluorescence; active compounds read low;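 active = ratio B-score over 3 SD below the library mean, with starting fluorescence within 5 SD of its mean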;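 also: negative B-score means less thallium flux so channel inhibition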
# Target sequence (Q9NPC2 whole entry, looked up): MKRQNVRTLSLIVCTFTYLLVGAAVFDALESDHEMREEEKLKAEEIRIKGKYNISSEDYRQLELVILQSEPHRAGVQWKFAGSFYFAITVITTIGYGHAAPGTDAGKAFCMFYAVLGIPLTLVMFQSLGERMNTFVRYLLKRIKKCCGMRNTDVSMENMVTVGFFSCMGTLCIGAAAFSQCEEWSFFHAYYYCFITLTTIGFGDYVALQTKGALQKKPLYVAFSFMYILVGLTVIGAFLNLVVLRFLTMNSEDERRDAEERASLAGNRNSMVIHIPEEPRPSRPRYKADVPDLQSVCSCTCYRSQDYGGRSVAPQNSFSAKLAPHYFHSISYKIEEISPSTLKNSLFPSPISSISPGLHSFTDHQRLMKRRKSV
# KCNQ1 pot: potentiators or activators of KCNQ1 channel, primary screen, cell-based, thallium flux, high-throughput. actives 0.35% (n = 310,000). CHO-K1 KCNQ1, thallium flux FluxOR fluorescence; active compounds read high. AID 2648, 2010. B-score at 10 µM;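 active = fluorescence ratio B-score, a plate-corrected score, at least three library SD, with initial intensity B-score within 5 SD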
#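 Assay system: CHO-K1 cells stably expressing KCNQ1; Medium: assay buffer with matched DMSO; Also added: K+/Tl+ depolarizing stimulus; Dosing: single dose; Timing: dye 90 min, compound 20 min, room temperature; Measured by: kinetic FluxOR thallium fluorescence, 10-s 1-Hz baseline, 110-s post-stimulus read; Read-out: peak-minus-minimum fluorescence over initial fluorescence, negative-control normalized, B-scored.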
# TRPC4 act: activators of mouse TRPC4 channel, primary screen, Fluo4 calcium, HEK293 TRPC4beta/mu-opioid cells; Short transient receptor potential channel 4 (Mus musculus), Q9QUQ5; Fluo4 calcium fluorescence; active compounds read high; B-score at 10 µM; actives 0.49% (n = 310,000); AID 2237, 2010;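 active = B-score above 5 SD of library B-scores, and initial fluorescence ratio not above library mean plus 5 SD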;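 also: positive B-score marks a calcium rise read as TRPC4 activation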
#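 system = HEK293 cells stably co-expressing mouse TRPC4beta and mu-opioid receptor | schedule = Fluo4 dye loading 45 min at room temperature, 110 s recording | measure = B-scored integrated calcium fluorescence ratio | signal = Fluo4 calcium-sensitive dye fluorescence, kinetic, 1 Hz baseline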
# * hit, by the source's call; i = inactive; · = no result given. An excerpt (hit frequency here may not be typical).
Compound,TRPC4 potent,ANO1 activ,KCNK9 block,TRPC4 act,Dyrk1A ADPGlo,HDAC3 inhib,KCNQ1 pot,KCNQ1 inh,KCNK3 block,hERG rescue,ANO1 block
COc1ccc(-c2nnc(N(C)C(=O)C3CCOC3)s2)cc1 (configuration not stated),i,i,i,i,5,-1,i,i,i,-8,i
CCCC(C)NC(=O)C1c2ccccc2Oc2ccccc21 (configuration not stated),i,i,i,i,0,1,i,i,i,-8,i
COc1ccc(-c2nnn(CC(=O)c3ccc4c(c3)OCCO4)n2)cc1OC,i,i,i,i,3,2,i,i,i,-4,i
COc1ccc(-c2cc(=O)oc3cc(OCC(=O)c4cccc([N+](=O)[O-])c4)ccc23)cc1,i,·,i,i,·,·,i,i,·,-1,·
O=C(N/N=C/c1cn(-c2ccccc2)nc1-c1cc2ccccc2o1)c1ccccc1Br,i,i,i,i,2,4,i,i,i,-6,i
Cc1ccc(-c2nnc(SCc3nc4ccccc4[nH]3)n2Cc2ccco2)cc1,i,i,i,i,-4,-1,i,i,i,-11,i
O=C(NCCSCc1ccco1)c1ccc(CN2CCOCC2)cc1,i,i,i,i,·,-5,i,i,i,0,i
[O-][n+]1c2ccccc2[n+]([O-])c2cc(O)ccc21,i,i,i,i,3,10,i,i,i,-3,i
Cc1cc(C2C(C#N)=C(N)OC3=C2C(=O)CCC3)c(C)s1 (configuration not stated),i,i,i,i,1,-1,i,i,i,-10,i
O=C(NC(Cc1ccccc1)C(=O)OCC(=O)N1CCc2ccccc21)c1ccco1 (configuration not stated),i,i,i,i,0,2,i,i,i,-12,i
O=C(NCc1ccc(F)cc1)c1ccc(CS(=O)(=O)Cc2ccccc2F)o1,i,i,i,i,5,1,i,i,i,-8,i
NS(=O)(=O)c1ccc(CCNCc2ccccc2OCc2ccc(F)cc2)cc1,i,i,i,i,1,-5,i,i,i,-8,i
CC(=NC1CC1)c1c(-c2ccccc2)[nH]n(-c2nc3ccccc3s2)c1=O,i,i,i,i,-3,1,i,i,i,-4,i
O=C(CSc1n[nH]c(=O)[nH]c1=O)N/N=C/c1ccccc1O,i,i,i,i,6,·,i,i,i,-4,i
CCOc1ccc(CN2CCN(c3ncnc4scc(-c5ccccc5)c34)CC2)cc1,i,i,i,i,-1,-8,i,i,i,-12,i
N#Cc1c(NC(=O)Cn2c(=O)oc3ccccc32)oc(-c2ccccc2)c1-c1ccccc1,i,i,-8.2*,i,0,1,i,12*,i,-6,25*
Cn1c(Cc2ccc3c(c2)OCO3)nnc1SCC(=O)N1CCc2ccccc2C1,i,i,i,i,5,2,i,i,i,-11,i
O=C(O)CCNc1ccc(Cl)cc1,i,i,i,i,-1,1,i,i,i,-2,i
CCO/N=C(/c1nonc1N)N1CCN(c2ccc([N+](=O)[O-])cc2)CC1,i,i,i,i,5,-5,i,i,i,-8,i
Clc1ccc(CO/N=C/c2c(-c3ccccc3)nc3n2CCS3)c(Cl)c1,i,i,-9.7*,i,0,8,i,i,i,-15,i
COC(=O)Cc1ccc(NC(=S)NCc2ccccc2Cl)cc1,i,i,i,i,·,-2,i,i,i,-3,i
Cc1cccc(NC(=O)CCC2CCN(Cc3nccs3)CC2)c1,i,i,i,i,-1,1,i,i,i,-8,i
CCc1ccc(OCC(=O)NNC(=O)Cc2cccs2)cc1,i,i,i,i,-1,2,i,i,i,-8,i
OCC[C@@H]1C[C@H](O)[C@@H](O)[C@@]2(OCc3ccccc32)O1,i,i,i,i,0,0,i,i,i,-7,i
CCN(CC(=O)Nc1c(F)cccc1F)C(=O)c1ccc(COc2ccccc2)cc1,i,i,i,i,·,2,i,i,i,-17,i
O=C(O)c1cccc(NC(=O)c2cn(-c3ccccc3)nc2-c2cc3ccccc3o2)c1,i,i,i,i,-3,·,i,i,i,-18,i
CCC(=O)c1ccc(OCC(=O)N(C)CC(=O)Nc2cccc(F)c2)cc1,i,i,i,i,8,5,i,i,i,-10,i
CCN1CCN(C(=O)CN(c2cc(OC)ccc2OC)S(C)(=O)=O)CC1,i,i,i,i,0,-8,i,i,i,-15,i
COc1ccc(/C=N/n2c(C)nnc2C)c(OC)c1OC,i,i,i,i,-3,5,i,i,i,-1,i
O=C(CN1C(=O)C2C3C=CC(C4CC34)C2C1=O)Nc1cccc2ncccc12 (configuration not stated),i,i,i,i,3,-4,i,i,i,-3,i
CCOc1ccc2ccccc2c1C1NC(=O)N(C)C(C)=C1C(=O)OCCOC (configuration not stated),i,i,i,i,-2,6,i,i,i,-2,i
COc1ccc(C2CC(c3ccc(OC)cc3)n3nc(NS(C)(=O)=O)nc3N2)cc1 (configuration not stated),i,i,i,i,-8,0,i,i,i,-5,i
C/C(=N/NC(=O)CNC(=O)c1cccnc1)c1cccc([N+](=O)[O-])c1,i,i,i,i,-4,1,i,i,i,-3,i
CCN1C(=O)[C@H]2[C@@H](c3ccc(-c4ccc(OC)cc4)cc3)N[C@@](C)(C(=O)OC)[C@H]2C1=O,i,i,i,i,0,-27,i,i,i,1,i
COc1cc(/C=N/O)ccc1OCc1ccc(Cl)cc1,i,·,i,i,·,-1,i,i,·,-6,i
COc1ccc(CCNC(=O)CCCn2c(=O)c3cccn3c3cccnc32)c(OC)c1OC,i,i,i,i,0,4,i,i,i,-6,i

# A section taken from the entries so far, for reference:
Compound,TRPC4 potent,ANO1 activ,KCNK9 block,TRPC4 act,Dyrk1A ADPGlo,HDAC3 inhib,KCNQ1 pot,KCNQ1 inh,KCNK3 block,hERG rescue,ANO1 block
CCOc1ccc2ccccc2c1C1NC(=O)N(C)C(C)=C1C(=O)OCCOC (configuration not stated),i,i,i,i,-2,6,i,i,i,-2,i
COc1ccc(C2CC(c3ccc(OC)cc3)n3nc(NS(C)(=O)=O)nc3N2)cc1 (configuration not stated),i,i,i,i,-8,0,i,i,i,-5,i

# Carrying on.
Compound,TRPC4 potent,ANO1 activ,KCNK9 block,TRPC4 act,Dyrk1A ADPGlo,HDAC3 inhib,KCNQ1 pot,KCNQ1 inh,KCNK3 block,hERG rescue,ANO1 block
COc1cccc(/C=N/n2c(-c3n[nH]c4c3CCC4)n[nH]c2=S)c1O,i,i,i,i,14,2,i,i,i,-4,i
COC(=O)c1sc(NC(=S)NNC(=O)c2c(Br)c(C)nn2C)c(C(=O)OC)c1C,i,i,i,i,2,0,i,6*,i,-11,100*
COc1ccc(Cl)cc1C(=O)NNC1CC(=O)N(Cc2ccc(Cl)cc2)C1=O (configuration not stated),i,i,i,i,-4,-4,i,i,i,-10,i
Cc1ccc(CCNC(=O)CN2C(=O)COc3ccc(S(=O)(=O)N4CCCCC4)cc32)cc1,i,i,i,i,-1,-2,i,i,i,-9,i
O=S(=O)(Cc1ccc(Cl)cc1)NCC1CCCO1 (configuration not stated),i,i,i,i,0,0,i,i,i,-1,i
CCC(C)NC(=O)CSc1nc2ccccc2c(=O)n1CCCN1CCCCC1 (configuration not stated),i,i,i,i,-1,5,i,i,i,0,i
CN1CCOCCOCCN(C)C(=O)N2CCOCCOCCN(CCOCC2)C1=O,i,i,i,i,0,-1,i,i,i,-8,i
Cc1ccc(C)c(N2CCN(S(=O)(=O)c3ccc4c(c3)NC(=O)CS4)CC2)c1,i,i,i,i,3,2,i,i,-9.4*,-1,i
Cc1ccc(C)c(NC(=S)NC(NC(=O)/C=C/c2ccccc2)C(Cl)(Cl)Cl)c1 (configuration not stated),i,i,i,i,0,8,i,i,i,-5,i
O=C(NN1C(=O)c2ccccc2NC1c1ccoc1)c1ccccc1 (configuration not stated),i,i,i,i,-3,-12,i,i,i,-13,i
Cc1noc(C)c1CCC(=O)O,i,i,i,i,-3,-6,i,i,i,-5,i
Cc1ccnc(SCc2ccc(C(=O)O)cc2)n1,i,i,i,i,1,15,i,i,i,-7,i

# Five compounds out of the list, ordered by number of heavy atoms, rising.
Compound,TRPC4 potent,ANO1 activ,KCNK9 block,TRPC4 act,Dyrk1A ADPGlo,HDAC3 inhib,KCNQ1 pot,KCNQ1 inh,KCNK3 block,hERG rescue,ANO1 block
Cc1ccnc(SCc2ccc(C(=O)O)cc2)n1,i,i,i,i,1,15,i,i,i,-7,i
COc1cccc(/C=N/n2c(-c3n[nH]c4c3CCC4)n[nH]c2=S)c1O,i,i,i,i,14,2,i,i,i,-4,i
COc1ccc(Cl)cc1C(=O)NNC1CC(=O)N(Cc2ccc(Cl)cc2)C1=O (configuration not stated),i,i,i,i,-4,-4,i,i,i,-10,i
COC(=O)c1sc(NC(=S)NNC(=O)c2c(Br)c(C)nn2C)c(C(=O)OC)c1C,i,i,i,i,2,0,i,6*,i,-11,100*
CN1CCOCCOCCN(C)C(=O)N2CCOCCOCCN(CCOCC2)C1=O,i,i,i,i,0,-1,i,i,i,-8,i

# Going on with the list.
Compound,TRPC4 potent,ANO1 activ,KCNK9 block,TRPC4 act,Dyrk1A ADPGlo,HDAC3 inhib,KCNQ1 pot,KCNQ1 inh,KCNK3 block,hERG rescue,ANO1 block
FC(F)Oc1ccc(NC(=S)NCc2ccccc2)cc1,i,i,i,i,-1,11,i,i,i,-8,i
O=C(CSc1nnc(Cc2cc(=O)[nH]c(=O)[nH]2)n1-c1ccc(F)cc1)NC1CCCC1,i,i,i,i,2,6,i,i,i,-9,i
CC(=O)NC1=NN(C(C)=O)C2(S1)C(=O)N(C(C)=O)c1ccc(C)cc12 (configuration not stated),i,i,i,i,1,-1,i,i,i,-8,i
O=C(c1cc([N+](=O)[O-])ccc1Cl)N1CCN(c2ccc(F)cc2)CC1,i,i,i,i,-7,6,i,i,i,-12,i
CCN(CC)CCn1c(NC(=O)c2ccc(C)cc2)nc2ccccc21,i,i,i,i,19,1,i,i,i,-5,i
COc1ccc(/C=N/NC(=O)C(C)n2cnc3ccccc3c2=O)cc1OC (configuration not stated),i,i,i,i,3,6,i,i,i,-14,i
